# Source: PubChem (several laboratories)
# PME-1 primary – PME-1 (human) inhibition | inhibition, % at 5.9 µM | hit rate 0.53% among 320,000 | AID 2130 | recombinant PME-1, FP-Rh probe fluorescence polarization;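 active = inhibition above the campaign mean of all compounds plus 3 SD, cut at about 26% in these data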;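 note: competitive labeling of PME-1 active site by serine hydrolase directed probe; 0% = PME-1 with DMSO and 100% = wells lacking PME-1 enzyme; inhibitors block probe labeling so polarization falls and inhibition rises; many of its hits are not listed in these tables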
# Target sequence (Q9Y570 whole entry, looked up): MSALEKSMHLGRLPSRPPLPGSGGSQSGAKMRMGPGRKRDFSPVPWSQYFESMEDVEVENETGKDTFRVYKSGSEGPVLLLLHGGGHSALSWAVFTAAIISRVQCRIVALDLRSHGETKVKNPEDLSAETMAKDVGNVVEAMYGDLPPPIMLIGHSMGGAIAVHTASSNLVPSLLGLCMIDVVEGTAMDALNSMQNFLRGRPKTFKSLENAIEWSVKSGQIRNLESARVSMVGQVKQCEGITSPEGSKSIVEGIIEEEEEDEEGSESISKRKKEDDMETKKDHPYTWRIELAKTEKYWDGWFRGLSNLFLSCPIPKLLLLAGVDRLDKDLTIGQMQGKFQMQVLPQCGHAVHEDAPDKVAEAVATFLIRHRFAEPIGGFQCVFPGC
# AHR activator – activators of human aryl hydrocarbon receptor; P35869; AID 2796; activation, % at 5 µM; AHR-responsive luciferase reporter cells, luminescence; hit rate 2.5% among 320,000; in the data active = activation above about 47%;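 note: 0% = vehicle wells and 100% = reference agonist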
# MCL1-BIM inh – disrupts human MCL1 binding to BIM-BH3 peptide; inhibition, % at 10.9 µM; hit rate 0.68% among 320,000; Q07820; GST-MCL1 / FITC-Bim-BH3 fluorescence polarization;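 active = inhibition above the mean inhibition of all tested compounds plus 3 SD, set per campaign, cut at about 40% in these data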;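 note: 0% = DMSO wells and 100% = unlabeled Bim-BH3 peptide control; higher means more loss of mP so more displacement of Bim peptide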
# Target sequence (Q07820 whole entry, looked up): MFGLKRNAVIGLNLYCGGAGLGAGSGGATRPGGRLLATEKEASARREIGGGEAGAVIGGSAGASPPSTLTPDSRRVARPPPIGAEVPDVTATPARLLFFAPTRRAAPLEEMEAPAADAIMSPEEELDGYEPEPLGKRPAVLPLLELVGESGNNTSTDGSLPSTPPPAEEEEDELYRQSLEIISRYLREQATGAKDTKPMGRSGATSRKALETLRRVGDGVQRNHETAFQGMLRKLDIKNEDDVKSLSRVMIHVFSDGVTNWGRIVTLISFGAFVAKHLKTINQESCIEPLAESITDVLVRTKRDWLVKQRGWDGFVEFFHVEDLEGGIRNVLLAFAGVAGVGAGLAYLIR
# Fam108B counter – Fam108B inhibition, counter-screen for RBBP9 inhibitors | recombinant Fam108B, FP-Rh probe fluorescence polarization | inhibition, % at 9.51 µM | hit rate 0.33% among 300,000 | AID 1947;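 active = inhibition above the screen mean inhibition plus 3 SD, computed separately per campaign, cut at about 18% in these data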;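 note: inhibitors lower polarization as less probe binds the enzyme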
# PAFAH1B2 inh – PAFAH1B2 (human) inhibition. P68402. recombinant PAFAH1B2, FP-rhodamine activity probe, fluorescence polarization. inhibition, % at 3.39 µM. hit rate 1.2% among 340,000. AID 492953;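 active = inhibition above the mean of all tested compounds plus 3 SD, cut at about 24% in these data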;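 note: 0% = enzyme with DMSO and 100% = wells lacking PAFAH1B2; many of its hits are not listed in these tables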
# MEX-5 binding – C. elegans MEX-5 TCR-2 RNA binding activity. Q9XUB2. activity score (negative = inhibition of binding), % at 10 µM. hit rate 0.38% among 300,000. MEX-5/FITC-TCR2 RNA binding, fluorescence polarization; stronger effect = lower value. AID 1832;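 active = inhibition past about -25% in most replicates, and total fluorescence under double the plate's negative control median, limit read from the data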;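 note: 0% = DMSO and -100% = 5 µM competing unlabeled TCR2 RNA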
# GLD-1 TGE inh – GLD-1-TGE RNA interaction inhibition (C. elegans). purified GLD-1 + fluorescein TGE RNA, fluorescence polarization. hit rate 0.44% among 320,000. Q17339. inhibition, % at 5.96 µM;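 active = percent inhibition above a per-plate cutoff, the plate mean of test compounds plus 3 SD, cut at about 30% in these data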;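 note: 0% = DMSO wells with GLD-1 and probe and 100% = wells lacking GLD-1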
# pPAFAH FP inh – inhibitors of human plasma PAF acetylhydrolase (pPAFAH) | recombinant pPAFAH, FP-rhodamine probe fluorescence polarization | inhibition, % at 3.39 µM | hit rate 1.5% among 330,000 | AID 463082;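 active = inhibition above the mean inhibition across the screen plus 3 SD, cut at about 25% in these data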;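 note: inhibitors block binding of the rhodamine activity-based probe so polarization drops; 0% = enzyme with DMSO and 100% = wells lacking pPAFAH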
# BCLXL inh – blocks human Bcl-xL binding to Bim BH3 peptide | Q07817 | GST-Bcl-xL / FITC-Bim BH3 peptide fluorescence polarization | AID 2129 | hit rate 0.7% among 320,000 | inhibition, % at 10.9 µM;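 active = inhibition above the mean of all tested compounds plus 3 SD, cutoff set per campaign, cut at about 30% in these data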;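 note: 0% = DMSO wells and 100% = unlabeled Bim-BH3 peptide competitor; inhibitors lower millipolarization by displacing the labeled peptide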
# Target sequence (Q07817 whole entry, looked up): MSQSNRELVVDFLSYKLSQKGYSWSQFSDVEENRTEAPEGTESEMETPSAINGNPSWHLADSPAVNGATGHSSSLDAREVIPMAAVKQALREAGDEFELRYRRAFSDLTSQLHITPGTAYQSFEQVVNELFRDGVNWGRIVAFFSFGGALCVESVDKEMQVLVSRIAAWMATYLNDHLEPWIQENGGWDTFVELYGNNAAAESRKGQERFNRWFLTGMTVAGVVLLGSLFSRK
# * marks the source's active call; other numbers are inactive results; . = not tested or not shown. The list is partial (hit frequency here may not be typical).
SMILES,PME-1 primary,AHR activator,MCL1-BIM inh,Fam108B counter,PAFAH1B2 inh,MEX-5 binding,GLD-1 TGE inh,pPAFAH FP inh,BCLXL inh
Cc1nnc(-c2cccc(C(F)(F)F)c2)nc1N1CCOCC1,4.9,32.7,2.5,1.8,2.5,-0.8,6.2,1.8,5.4
N#C/C(=C/c1ccc(N2CCCCCC2)o1)c1ccc(Cl)cc1,-3.5,0.6,-118.2,0.9,12.6,4.0,-16.8,11.0,-75.7
CCN(C(=S)Nc1cc(S(=O)(=O)N2CCOCC2)ccc1Cl)c1cccc2ccccc12,5.0,5.2,8.1,-1.1,3.9,-2.3,10.8,3.1,7.0
O=C(CCN1C(=O)C2CCCCC2C1=O)Nc1nc(-c2ccc(F)c(F)c2)cs1 (stereo unspecified),2.0,1.1,-4.6,-2.6,-4.8,-0.5,0.1,7.1,6.8
Cc1ccc(CNC(=O)CCCCCNC(=O)N2CCn3c2nc2ccccc23)cc1,-4.7,5.1,9.3,-1.3,1.9,1.9,0.3,1.8,7.8
Nc1nc2ccccc2n1CCOc1ccccc1Cl,4.3,-5.1,5.8,7.5,4.1,-2.4,7.4,5.4,5.0
COc1ccc(C(=O)Nc2nnc(SCC(=O)NCc3ccco3)s2)c(OC)c1,5.6,3.9,-1.5,-3.8,1.9,1.4,4.0,2.5,2.4
Cc1cc(C)n(C(=O)c2ccc(Cl)c(F)c2F)n1,-3.1,1.0,-1.8,-1.8,9.2,1.0,-2.8,-2.3,3.8
CCCCCCNC(=O)CCCCCNS(=O)(=O)c1ccc(OC)cc1,-0.2,-0.9,6.0,2.6,1.3,1.4,4.0,15.7,4.9
Cn1cnnc1SCC(=O)Nc1ccc(N2CCCCC2)cc1,-4.1,2.9,-3.9,.,1.2,.,4.1,-1.2,-3.2
CC(=O)c1c(C)[nH]c(C(=O)Nc2ccc3c(c2)OCCO3)c1C,2.4,53.7*,-1.6,-0.2,3.1,-0.5,-3.4,11.0,-1.1
CCSc1nnc(NC(=O)c2csc3c2CCCC3)s1,-1.5,12.4,4.8,1.1,6.0,0.7,8.0,3.3,-0.3
Cc1cc(NC(=O)CCC(=O)N(c2ccc(C)c(F)c2)C(C(=O)NC2CCCC2)c2ccco2)no1 (stereo unspecified),-1.5,-0.2,3.8,-2.7,2.3,0.3,2.0,1.4,2.5
CC(NC(N)=O)C12CC3CC(CC(C3)C1)C2 (stereo unspecified),-11.2,-6.0,-1.9,0.9,25.8*,1.6,12.1,3.1,0.9
CCCCN(C(=O)c1cc(=O)[nH]c2ccccc12)c1c(N)n(CCC)c(=O)[nH]c1=O,0.0,0.4,-4.5,1.2,.,2.8,9.7,-3.8,2.3
CCN(CC)C(=O)/C(NC(=O)c1ccccc1)=C(/Sc1ncccn1)c1ccccc1,2.7,0.6,8.7,4.1,3.6,-1.9,-4.5,-1.2,3.4
CCCCCNC(=O)C(C)Sc1ccc(Cl)cc1 (stereo unspecified),-0.9,-1.1,-0.7,2.6,29.8*,0.6,6.9,-1.9,2.0
Cc1ccc(-c2oc3ccccc3c(=O)c2OCC(=O)O)cc1,4.4,-0.4,3.1,0.7,5.2,-1.2,-1.4,1.7,7.5
Cc1ccc(CC(=O)NCC(O)c2ccccc2)cc1 (stereo unspecified),0.0,-0.9,-1.4,-0.7,1.7,-1.8,4.6,3.0,-2.1
COc1cc(C(=S)N2CCOCC2)ccc1OC(=O)Cc1ccc(F)cc1,-0.6,0.4,16.0,-2.5,3.5,1.0,-1.2,3.6,6.7
Cc1ccc(-c2cccc(NC(=O)C3C(C(=O)O)[C@@H]4C=C[C@H]3C4)c2)o1 (stereo partly specified),-3.9,2.0,-5.7,-5.7,-0.5,-0.3,-8.3,8.8,-6.0
CC(C(=O)N1c2ccccc2CC1C)N1CCN(S(=O)(=O)c2ccccc2F)CC1 (stereo unspecified),-1.0,2.8,2.6,.,4.8,.,-1.4,-3.0,1.9
CCn1cc2c(c1-c1cccc(C)c1)c(=O)n(C)c(=O)n2C,-4.1,2.0,1.4,2.1,4.2,1.2,7.6,1.1,5.1
COc1ccc(-n2nnc3c(SCC(=O)OCc4ccccc4)ncnc32)cc1,3.3,-4.3,-1.9,-3.8,-1.1,1.3,-0.2,2.4,4.3
COc1ccc(C(CC(=O)Nc2nccs2)C(C)C)cc1 (stereo unspecified),-1.6,2.1,-6.0,-3.9,0.8,1.3,-1.1,-1.3,-0.2
CNCCCCOc1ccc(C(C)(C)C)cc1Cl,-0.9,-3.8,-7.5,-2.1,1.6,-1.0,-4.6,1.8,0.5
C/C=C/C(=O)NCCc1ccc(OC)c(OC)c1,-3.4,-1.9,-3.0,-3.0,-4.2,-1.6,-7.8,-2.3,3.6
COCCn1c(SCc2cccc([N+](=O)[O-])c2)nc2ccccc2c1=O,5.3,1.0,5.2,2.6,2.7,-0.8,-9.7,6.8,2.3
C=CCN(CC=C)C(=O)c1ccccc1NC(=O)c1ccccc1C,-7.1,56.0*,-8.6,-2.2,5.6,.,2.6,-4.0,-1.8
COc1cc(SC)ccc1C(=O)NCCOc1ccc(F)cc1,-2.6,8.3,10.2,-0.8,-0.8,4.6,-0.9,4.7,4.4
COc1ccc(NC(=O)CSC2=NCCN2)cc1,1.9,0.2,5.0,-0.2,-0.7,0.4,3.6,0.9,1.0
S=C(NCc1ccc(Cl)cc1)NCc1ccccn1,3.0,2.0,11.2,-0.5,6.3,2.8,4.3,-2.9,2.2
COc1ccc(/C=C/c2nc(-c3ccccc3)cc(=O)[nH]2)cc1,-12.2,76.2*,2.0,-8.2,2.8,-2.3,-2.2,-1.3,2.5
Cc1csc(SCC(=O)NC(=O)NC(C)C)n1,1.4,2.7,4.4,-2.8,0.0,-2.5,12.2,0.5,1.1
Cc1ccccc1NC(=O)CSc1nc2n(n1)CCCCC2,2.7,-1.8,-6.8,0.5,5.9,-6.3,-3.0,2.8,-0.7
CCOc1ccccc1NC(=O)CSC1=C(C#N)C(c2ccco2)C(C(=O)Nc2nc3ccccc3s2)=C(C)N1 (stereo unspecified),-35.8,7.7,-9.6,-24.1,-5.8,3.6,-20.7,-6.9,-5.6
O=C(C(=O)N1CCc2ccccc2C1)N1CCc2ccccc2C1,2.5,-6.0,7.3,2.3,.,3.6,5.7,6.2,8.7
COc1ccc(CCNS(=O)(=O)c2cccc(C)c2)cc1OC,6.6,1.4,2.2,0.2,1.4,0.5,1.2,-2.2,-3.7
CCOC(=O)c1c(NC(=O)C2CCCN(S(=O)(=O)c3ccccc3)C2)sc2c1CCCC2 (stereo unspecified),-5.9,1.6,-0.3,-3.8,-2.3,-0.8,-0.2,1.4,10.5
COc1ccc(CCNC(=O)CSc2nc(O)c(CC(C)C)c(=O)[nH]2)cc1OC,-1.3,-0.1,11.0,5.1,-4.2,2.9,9.4,1.4,8.9
Cc1cc(N2CCC(C)CC2)nc2cccc(O)c12,-5.5,6.8,-1.7,1.8,1.0,-1.0,2.1,-0.8,-2.9
O=C(COC(=O)c1ccccc1Nc1ccc(SC(F)F)cc1)NC1CC1,-0.1,15.1,2.7,-2.1,0.5,-4.0,0.7,18.0,0.3
CC(C)NC(=O)N1c2ccccc2Sc2ccccc21,-0.9,2.1,5.7,4.1,6.2,1.5,5.9,4.9,3.2
CC(C)C(=O)Nc1ccc(N2CCN(c3ccc(F)cc3)CC2)cc1,-3.5,0.9,4.7,1.9,2.9,-2.9,-0.2,0.8,4.1
CC(NC(=O)C1CCN(C(=O)Nc2ccccc2)CC1)c1ccccc1Cl (stereo unspecified),2.0,2.2,-2.5,.,0.2,.,-0.5,-1.8,-3.4
NC1=NC(=O)/C(=C/c2ccccc2OS(=O)(=O)c2ccccc2)S1,5.5,5.0,0.7,0.9,0.3,-0.1,-2.4,0.0,3.5
O=C(O)c1cc(-c2ccc(N3CCOCC3)cc2)nn1-c1ccc(F)cc1F,0.2,1.1,-1.0,1.6,6.4,-1.1,2.0,0.8,0.0
CCC(=O)Nc1cccc(-c2cn3ccccc3n2)c1,0.5,39.7,9.4,2.0,5.9,-1.9,-1.4,-3.4,7.7
COc1ccc2[nH]c(C)cc(=O)c2c1,5.3,0.6,0.0,-5.1,3.1,1.3,-3.1,3.3,7.8
CCOn1c(=O)c(-c2ccc(OC)c(OC)c2)[n+]([O-])c2ccccc21,3.4,31.7,5.8,4.1,5.0,-1.1,3.6,7.1,6.1
COc1cccc2c(=O)cc(C)n(CC(=O)Nc3ccc(C)c(C)c3)c12,-3.7,3.6,1.9,-2.7,1.8,-0.1,6.1,-10.8,5.6
O=C1CC2(CC(c3ccc(Cl)cc3)=NO2)C(=O)N1c1ccccc1 (stereo unspecified),-0.5,-1.3,1.5,3.2,10.8,.,0.6,0.7,4.0
O=C(c1cn2ccccc2n1)N1CCc2c([nH]c3ccccc23)C1c1ccccn1 (stereo unspecified),9.1,8.7,10.4,3.0,4.2,3.5,-4.3,7.1,7.0
CCn1nc(C)c(NC(=O)CCSc2nc(-c3ccco3)cc(C(F)(F)F)n2)c1C,0.9,-7.0,3.4,3.1,4.8,-0.1,-0.1,5.5,2.2
Cc1nc(-c2nc(-c3c(C(=O)NNC(=O)c4ccc(Cl)cc4)noc3C)cs2)cs1,2.4,0.1,5.3,2.7,8.7,-0.9,3.1,3.9,2.7
O=C(NCC(c1ccco1)N1CCCC1)c1cccc(NS(=O)(=O)c2ccccc2)c1 (stereo unspecified),-3.5,-1.6,4.6,-0.6,7.9,-10.2,3.4,6.4,13.2
COc1ccccc1OCCNC(=O)c1cccc(S(=O)(=O)N2CCN(C)CC2)c1,6.2,-2.3,-7.2,0.1,2.9,1.2,5.1,2.5,-0.7
CCOC(=O)c1c(CN2CCCCC2)oc2ccc(O)cc12,0.7,2.7,0.9,-0.1,1.5,-1.3,-1.4,7.7,4.9
CCCC(=O)Nc1c(-c2ccc(OC)cc2)c(=O)c2ccccc2n1C,4.7,6.2,0.3,-2.6,-5.0,-2.3,2.0,3.1,2.5
COc1ccc(-c2cc(C)no2)cc1S(=O)(=O)NCC1CCN(Cc2cc(C)ccc2C)CC1,-6.2,-0.9,4.7,-1.3,4.3,6.1,0.1,-0.4,3.8

# Next section:
SMILES,PME-1 primary,AHR activator,MCL1-BIM inh,Fam108B counter,PAFAH1B2 inh,MEX-5 binding,GLD-1 TGE inh,pPAFAH FP inh,BCLXL inh
N#C/C(=C\C1=C(N2CCOCC2)C(=C\c2ccc(Cl)cc2)/CC1)C(=O)Nc1ccccc1F,-34.9,1.1,-5.7,-16.6,-29.5,-2.7,4.9,-3.3,4.4
CC(C)C[C@H](NC(=O)c1[nH]cnc1C(=O)N[C@@H](C)C(=O)OCc1ccccc1)C(=O)OCc1ccccc1,.,0.7,.,.,-11.8,.,6.8,8.8,.
c1ccc(Oc2ccc(-c3ccnc4ncnn34)cc2)cc1,-0.3,-0.1,11.9,2.2,1.8,1.3,2.1,3.7,6.0
COc1ccc(CC(=O)Nc2ccc3nc(C)sc3c2)cc1OC,-4.2,1.7,-16.7,-0.5,3.5,0.4,1.1,-1.1,-9.2
